# Screens deposited in PubChem by National Center for Advancing Translational Sciences (NCATS).
# HT1080NT lethal: kills 2HG-producing HT-1080-NT fibrosarcoma cells; HT-1080-NT fibrosarcoma viability, CellTiter-Glo ATP luminescence, 48 h; Potency, µM (series often up to 46.1 µM), without a hit: top-dose activity, negative = less viability, actives largely listed as cytotoxic; 1.6% of 360,000 active;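 further: NT is the 2HG producing partner of a matched IDH1 knockdown line; potency means the concentration at half of the fitted maximal effect; 0% = DMSO-treated cells and -100% = media-only wells without cells; nearly all actives have a fitted effect of over 55% in size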
#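 Toxicity toward the 2HG-producing NT line was scored as %Activity, normalised to DMSO and no-cell wells, from CellTiter-Glo luminescence after 48 hours' treatment.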
# KB-V1 cytotox: KB-V1 MDR subline cytotoxicity. AID 1347076. Potency, µM (titrated, usually from 46.1 µM), without a hit: at the highest dose activity change, negative = cytotoxicity, hits mostly cytotoxic. 3.4% of 400,000 active. KB-V1 MDR cells viability, CellTiter-Glo, 72 h; further: potency means the concentration at half of the fitted maximal effect; on the % scale 0 is the no-effect control and ±100 the full control effect; nearly all actives have a fitted effect of over 60% in size
#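 KB-V1 cells (P-gp-expressing MDR subline of KB-3-1) in phenol-red-free DMEM with 10% FBS were exposed to library compounds over a concentration series for 72 h at 37 degrees C. Viability read by CellTiter-Glo luminescence; concentration-effect curves fitted after normalization.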
# IL1B secr inh: inhibitors of inflammasome signaling (IL-1 beta secretion). THP-1 LPS/ATP IL-1B secretion, AlphaLISA, 16 h; hits give low values. activity change, % at 57.5 µM. 4.7% of 360,000 active; in the data active means activity change below about -50%; inconclusive means mostly about -30% to -49%; further: on the % scale 0 is the no-effect control and ±100 the full control effect
#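 THP-1 cells pretreated 1 hr with compounds (up to 57.5 uM final), then stimulated with LPS (250 ng/mL final) plus ATP (1.25 mM final); secreted IL-1B measured by AlphaLISA after 16 hr, decreased signal indicating inhibition.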
# HEK293 tox: cytotoxicity in counter-screen for GLP-1R inverse agonists; HEK293 cAMP-luciferase reporter cells, luminescence, 24 h; Potency, µM (series often up to 38.3 µM), inactives show at the highest dose activity change, negative = inhibition, actives largely listed as inhibitors; 0.13% of 410,000 active;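 further: loss of luciferase light is scored as toxicity; potency means the concentration at half of the fitted maximal effect; on the % scale 0 is the no-effect control and ±100 the full control effect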
#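 Here, cytotoxicity is scored as loss of luminescence. The MLSMR collection was tested on cells seeded in medium containing 10% Nu serum, with a 24 hr compound exposure preceded by 12 hours of culture.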
# D3 ag: D3 dopamine receptor (human) agonism; P35462; D3R DiscoveRx beta-arrestin cells, luminescence, 90 min; max activation, %; 0.58% of 410,000 active; in the data active means max activation above about 30%; further: 0% is about no effect; mostly tested at two doses, the higher about 12 µM
# Target sequence (P35462 whole entry, looked up): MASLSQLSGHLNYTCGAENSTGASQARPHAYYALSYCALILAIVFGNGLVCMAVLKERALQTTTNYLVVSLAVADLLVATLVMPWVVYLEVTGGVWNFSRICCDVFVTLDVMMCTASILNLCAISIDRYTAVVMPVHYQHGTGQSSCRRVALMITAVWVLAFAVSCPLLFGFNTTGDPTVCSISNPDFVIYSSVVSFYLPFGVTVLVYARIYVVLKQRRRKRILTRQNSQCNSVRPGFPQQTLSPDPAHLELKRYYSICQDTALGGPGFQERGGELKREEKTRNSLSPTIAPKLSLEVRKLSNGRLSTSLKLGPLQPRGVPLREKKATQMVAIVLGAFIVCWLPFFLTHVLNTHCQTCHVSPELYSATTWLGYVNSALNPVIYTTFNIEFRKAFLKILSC
#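 Agonist mode: compounds and dopamine controls were applied to plated cells for 90 min at 37 degrees C after an overnight attachment at 1500 cells/well. Luminescent read-out followed 30 - 60 minutes at room temperature with DiscoveRx detection reagent.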
# HT1080 IDH1KD tx: kills HT-1080 cells with IDH1 knockdown | AID 686971 | HT-1080 IDH1 knockdown viability, ATP luminescence, 48 h | Potency, µM (doses to about 46.1 µM), for the others: at the highest dose activity, negative = toxicity, most hits filed as cytotoxic | 2% of 360,000 active;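 further: potency means the concentration at half of the fitted maximal effect; 0% = DMSO wells and -100% = cell-free medium wells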
#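 % activity derives from luminescence (CellTiter-Glo), normalised to DMSO and no-cell wells. HT-1080-IDH1KD cells, 750/well, had 48 h compound exposure at 37 °C.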
# SW480 rereplic: DNA re-replication induction in SW480 cells; SW480 DNA re-replication, Hoechst DNA content imaging, 48 h; Potency, µM (highest dose often 46.1 µM), inactives show at the highest dose re-replication activation, usual class: activators; 1.8% of 340,000 active; further: potency means the concentration at half of the fitted maximal effect; % of control where 0% means no effect; nearly all actives have a fitted effect of over 55% in size
#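 DNA re-replication was detected as more nuclei of elevated Hoechst intensity after 48 hr exposure to compound (23 nL pinned per well of 250 cells).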
# MCF10A rereplic: DNA re-replication induction in MCF 10a cells. MCF 10A DNA re-replication, Hoechst nuclear intensity, 48 h. Potency, µM (doses to about 46.1 µM), without a hit: at the highest dose activity, positive = re-replication, hits mostly activators. 2.9% of 350,000 active; further: potency means the concentration at half of the fitted maximal effect; % of control where 0% means no effect; nearly all actives have a fitted effect of over 50% in size
# KB-3-1 tox: kills parental KB-3-1 adenocarcinoma cells; Potency, µM (top dose mostly 46.1 µM), for the others: top-dose activity change, negative = cytotoxic, most hits filed as cytotoxic; KB-3-1 viability, CellTiter-Glo ATP luminescence, 72 h; 1.4% of 400,000 active; AID 1347075; further: potency means the concentration at half of the fitted maximal effect; on the % scale 0 is the no-effect control and ±100 the full control effect; nearly all actives have a fitted effect of over 60% in size
#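 Luminescent ATP read-out (CellTiter-Glo) measures survival of drug-naive KB-3-1 cells after 72 h compound exposure at 37 °C. Titration series was screened from lowest to highest concentration, with DMSO vehicle plates as background controls.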
# Numbers without * were called inactive; ? = inconclusive; . = no result given; [ ] = dose if it differs, or a comment. Unless noted, the call rests on the fitted dose curve; in most records, active means well fitted curve in the direction sought with a large enough effect; inconclusive means small, poorly fitted or top-dose-only effect, or another doubt; inactive means no such curve, though single readings can be large; an effect the other way counts as inactive or inconclusive. Outcome played no part in choosing rows, and some 11% of all compounds hit somewhere here.
cpd	molecule	HT1080NT lethal	KB-V1 cytotox	IL1B secr inh	HEK293 tox	D3 ag
1	Cc1cc(C)c2cc(C#N)c(NCCNC(=S)NCCCN3CCOCC3)nc2c1	-1%	-3%	-6	1%	-6
2	CCC(C)Sc1cc(-c2nc3ccc(C)cn3c2NCc2ccccc2)ccc1OC (stereo not given)	?	?	-102*	-18%	0
3	CC(=O)c1ccc(N2CCN(C(=O)c3ccc4c(=O)n(-c5ccccc5)c(=O)[nH]c4c3)CC2)cc1	-2%	-3%	-8	2%	-3
4	COc1cccc2c1-c1c(O)cccc1C2=O	9%	-20%	-20	7%	-1
5	Nc1ccc2c(c1)[nH]c(=O)c1cc(N)ccc12	0%	1%	-5	80%[activator]	15
6	CCCCN(C)CCNC(=O)c1c2c(nc3ccccc13)C(=O)N(C1CCCCC1)C2	.	15%	.	-5%	-6
7	COC(=O)c1ccccc1NC(=O)C1CCCO1 (stereo not given)	14%	12%	18	-3%	-1
8	O=C(NCCc1cccc(Cl)c1)C1CCC(=O)N(Cc2ccc(Cl)cc2)C1 (stereo not given)	-5%	-3%	-6	10%	-22
9	COc1cccc(OC)c1NC(=O)c1nc2c(nnn2Cc2ccccc2Cl)c(=O)[nH]1	-3%	-6%	20	6%[7.66 µM]	1
10	COC(=O)c1ccc2nc(-c3cccc(Br)c3)c(CC3CCCCC3)n2c1	8%	13µM*	60	-3%	7

cpd	HT1080 IDH1KD tx	SW480 rereplic	MCF10A rereplic	KB-3-1 tox
1	0%	?	?	-6%
2	?	?	?	?
3	-10%	-14%	20%	-18%
4	1%	-5%	5%	-2%
5	-8%	.	.	-11%
6	.	.	.	-7%
7	16%	-3%	1%	18%
8	-9%	3%	-3%	-15%
9	-5%	-2%	6%	-16%
10	-1%	.	.	?

cpd	molecule	HT1080NT lethal	KB-V1 cytotox	IL1B secr inh	HEK293 tox	D3 ag
11	O=C(CSc1nnc(CNC(=O)c2ccc(F)cc2)o1)NCc1ccccc1Cl	7%	15%	13	-6%	0
12	Cc1sc(NC(=O)C2CSC3(C)CCC(=O)N23)nc1-c1ccc(F)cc1 (stereo not given)	-11%	-21%	0	-1%	1
13	Cc1ccc(NC(=O)CSc2cn(CC(=O)N3CCCCCC3)c3ccccc23)cc1	.	2%	.	0%	9
14	Cc1ccc(C(=O)C[n+]2cc(-c3ccc(C)cc3)n3c2CCCCC3)cc1	13µM*	-8%	-96*	?	-13
15	CCS(=O)(=O)c1nc(S(=O)(=O)c2ccc(Cl)cc2)c(N2CCC(O)CC2)s1	-1%	-8%	-29	-2%	1
16	CCn1c(CNC(=O)c2ccc3c(c2)OCO3)nnc1SCC(=O)Nc1ccccc1F	0%	0%	-2	-8%	-3
17	CCc1nnc(NC(=O)c2cccc(S(=O)(=O)N3CCc4ccccc43)c2)s1	3%	-12%	16	0%	-5
18	O=C(/C=C/c1ccccc1)Oc1ccccc1C(=S)N1CCOCC1	-1%	?	-9	-1%	0
19	C#CCN(Cc1ccco1)C(=O)c1ccc(OC2CCN(Cc3ccccn3)CC2)cc1	-1%	16µM*	-13	-16%	-10
20	c1ccc(-c2cn3c(n2)SCC3)cc1	23%	6%	-5	-10%	4

cpd	HT1080 IDH1KD tx	SW480 rereplic	MCF10A rereplic	KB-3-1 tox
11	6%	-2%	0%	14%
12	-19%	16%	?	-6%
13	.	.	.	6%
14	18µM*	11%	?	0.92µM*
15	9%	-9%	4%	-1%
16	7%	-6%	10%	-4%
17	8%	-1%	21%	0%
18	-2%	5%	-19%	-3%
19	-1%	6%	?	-13%
20	23%	-2%	2%	1%

cpd	molecule	HT1080NT lethal	KB-V1 cytotox	IL1B secr inh	HEK293 tox	D3 ag
21	COc1ccc(-n2nc(C(=O)NCC(=O)N3CCCCC3)c3ccccc3c2=O)cc1	8%	-26%	-3	-14%	1
22	COc1cccc(N2C(=O)/C(=C\c3cccs3)NC2=S)c1	1%	6%	29	?	0
23	COc1ccc(C(=O)N2CCC(C(=O)Nc3ccccc3C)CC2)cc1OC	13%	-8%	28	0%	-5
24	COc1ccc(-c2ccc(NS(=O)(=O)c3ccccc3)cc2)nn1	.	-4%	.	0%	-2
25	O=C(CCCN1C(=O)C(c2ccccc2)Oc2cccnc21)NCc1ccc(F)cc1 (stereo not given)	-1%	-14%	-9	-11%	2
26	C=C(C)C(=O)Nc1ccc2c(c1)OCCOCCOCCO2	18%	?	-4	-4%	6
27	COc1ccc(Br)cc1CN(C)CC(O)COc1ccc(Br)cc1 (stereo not given)	21µM*	-15%	-85*	-25%	-6
28	CCc1ccc(NC(=O)C2CCC(CNS(=O)(=O)c3cccs3)CC2)cc1 (stereo not given)	.	-3%	.	12%	-1
29	NC(=O)C1CCN(C(=O)c2cc3n(n2)C(C(F)(F)F)CC(c2ccco2)N3)CC1 (stereo not given)	6%	-4%	10	0%	1
30	O=c1c2ccccc2nc(/C=C/c2cccc3ccccc23)n1-c1ccc(F)cc1F	.	-4%	.	12%	-27

cpd	HT1080 IDH1KD tx	SW480 rereplic	MCF10A rereplic	KB-3-1 tox
21	8%	-7%	0%	-3%
22	0%	0%	-2%	7%
23	4%	5%	-9%	-2%
24	.	.	.	1%
25	-2%	?	-1%	-3%
26	13%	-10%	-2%	1%
27	?	?	?	-12%
28	.	.	.	-25%
29	0%	-14%	0%	25%
30	.	.	.	-3%

cpd	molecule	HT1080NT lethal	KB-V1 cytotox	IL1B secr inh	HEK293 tox	D3 ag
31	CN(c1ccc(F)cc1)S(=O)(=O)c1ccc(Cl)c(C(=O)NCC2CCCO2)c1 (stereo not given)	-10%	?	14	-1%	-8
32	CCOC(=O)Cn1c(=NC(=O)c2sc3ccccc3c2Cl)sc2cc(S(N)(=O)=O)ccc21	?	-6%	13	0%	-6
33	COc1cccc(CNC(=O)CCCN2C(=O)CSc3c2c(C)nn3-c2ccccc2)c1	.	-13%	.	-7%	-4
34	Cn1c(N)c(C(=O)CSc2nnc(-c3c[nH]c4ccccc34)n2C2CC2)c(=O)[nH]c1=O	7%[9.24 µM]	14%	24	-28%	-3
35	CC(=O)c1c(C)[nH]c(C(=O)CSc2nc3ccccc3c(=O)n2CCCN2CCOCC2)c1C	10%	9%	-10	-7%	12
36	Clc1ccc(-c2nc(NCCN3CCOCC3)c3ccccc3n2)cc1	?	4.1µM*	-61*	-7%	16
37	Cc1ccc(NC(=O)c2cccn2-c2nnc(N3CCCCC3)s2)cc1Cl	.	20%	.	2%	-22
38	CSCC(=O)N1CCC(n2nccc2NC(=O)CCc2ccccc2)CC1	-1%	22%	5	-15%	2
39	COc1ccc(NC(=O)CN(C)CC(=O)Nc2ccc(C)c(S(=O)(=O)N3CCCCC3)c2)cc1	-10%	-23%	?	-6%	-1
40	Cc1cc(C)cc(C(=O)N2CCCCC2)c1	0%	-7%	-5	2%	-10

cpd	HT1080 IDH1KD tx	SW480 rereplic	MCF10A rereplic	KB-3-1 tox
31	-9%	-3%	2%	0%
32	?	116%	-33%[inhibitor]	15%
33	.	.	.	-16%
34	3%	1%	4%	?
35	-4%	-5%	25%	-11%
36	?	?	?	-1%
37	.	.	.	9%
38	4%	-20%	-4%	14%
39	-13%	-11%	4%	?
40	7%	-6%	-2%	-12%

cpd	molecule	HT1080NT lethal	KB-V1 cytotox	IL1B secr inh	HEK293 tox	D3 ag
41	Cc1cc(C)nc(N2CCCC(C(=O)Nc3ccc4nc(C)c(C)nc4c3)C2)n1 (stereo not given)	2%	?	-4	26%	30
42	CCN1CCN(C(=O)Nc2cccc3ccccc23)CC1	-7%	-22%	5	-14%	1
43	CCSc1nc2ccc(OC)cc2cc1C#N	6%	5%	-1	4%	1
44	CCN(CC)CC#CCOC(c1ccccc1)c1ccccc1	?	-26%	-23	-27%	-16
45	CC(C)Cn1c(N)c(C(=O)COC(=O)/C=C/c2ccccc2)c(=O)n(C)c1=O	-30%	-4%	-19	3%	6
46	Cc1ccc(S(=O)(=O)N2CCOCC2)cc1C(=O)NC1CCCCC1	8%	3%	3	5%	1

cpd	HT1080 IDH1KD tx	SW480 rereplic	MCF10A rereplic	KB-3-1 tox
41	6%	13%	6%	3%
42	1%	3%	-4%	16%
43	10%	4%	?	-3%
44	-23%	-3%	?	1%
45	-9%	-4%	-4%	?
46	5%	-1%	-2%	-2%
